High-throughput results: PubChem, National Center for Advancing Translational Sciences (NCATS)
GLS inhibitor = inhibitors of human glutaminase (GLS). 0.21% of 410,000 active. Potency, µM (titrated, usually from 45.5 µM), for the others: at the top dose activity change, negative = inhibition, actives largely listed as inhibitors. GLS enzymatic activity, qHTS titration; note: potency is the fitted concentration of half-maximal effect; % is set by controls: 0 for no effect and ±100 for the full control effect
Target sequence (O94925 whole entry, looked up): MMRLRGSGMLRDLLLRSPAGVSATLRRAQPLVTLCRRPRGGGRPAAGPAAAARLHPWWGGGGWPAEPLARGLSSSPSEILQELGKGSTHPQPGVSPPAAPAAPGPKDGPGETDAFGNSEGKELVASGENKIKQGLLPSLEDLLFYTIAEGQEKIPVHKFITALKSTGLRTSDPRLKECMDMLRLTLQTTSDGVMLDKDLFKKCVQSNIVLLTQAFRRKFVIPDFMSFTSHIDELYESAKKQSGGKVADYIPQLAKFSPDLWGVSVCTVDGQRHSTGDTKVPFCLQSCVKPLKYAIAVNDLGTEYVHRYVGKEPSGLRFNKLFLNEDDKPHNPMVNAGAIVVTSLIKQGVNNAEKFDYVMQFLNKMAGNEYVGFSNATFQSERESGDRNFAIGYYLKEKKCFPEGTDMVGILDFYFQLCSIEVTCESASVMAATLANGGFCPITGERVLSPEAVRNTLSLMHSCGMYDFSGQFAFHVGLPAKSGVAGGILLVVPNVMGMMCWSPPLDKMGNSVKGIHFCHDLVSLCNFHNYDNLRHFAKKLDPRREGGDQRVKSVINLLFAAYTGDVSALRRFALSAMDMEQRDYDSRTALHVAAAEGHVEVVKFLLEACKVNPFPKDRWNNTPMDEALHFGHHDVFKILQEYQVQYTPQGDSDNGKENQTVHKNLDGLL
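Enzyme dispensed in phosphate buffer (45 mM, pH 8.2, 0.02% Tween-20), compounds pinned in, then 1 mM L-glutamine solution and the glutamate oxidase–HRP–Amplex Red mix added; fluorescence read immediately and again after 30 min at room temperature.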
PI4K2A inh = blocks human PI4K2A kinase activity; Q9BTU6; purified PI4K2A, ADP-Glo luminescence, 1 h; hits give low values; activity change, negative = inhibition, % at 76.9 µM; 0.13% of 420,000 active; AID 1346378; in the data active = activity change below about -50%; inconclusive = mostly about -30% to -49%;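 note: -100% = wells without enzyme as full effect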
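Compounds are screened against recombinant PI4K2A using PI as substrate and ATP, the latter dispensed at 300 microM. Reactions run one hour at ambient temperature before ADP-Glo detection; full inhibition defined by wells lacking enzyme.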
ERG Ets-DNA blk = inhibitors of human ERG Ets domain-DNA interaction; 0.028% of 370,000 active; AID 624246; fluorescence polarization, His-ERG Ets domain / labelled DNA; Potency, µM (series often up to 76.9 µM), inactives show top-dose FP activity, negative = inhibition, usual class: inhibitors; active = well fitted inhibition curve with a large enough effect in the polarisation, with a control signal flat; inconclusive = small, poorly fitted or top-dose-only effect, or effect the other way, or a change in a side signal; inactive = no such curve, though single readings can be large or run the other way; the % refers to the polarisation;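 note: polarization taken with two DNA probes labelled with fluorescein and Texas red; potency is the fitted concentration of half-maximal effect; % of control where 0% means no effect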
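His-tagged ERG Ets domain (1 uM in the protein solution; 300mM KCl, 50mM Tris-HCl, 1mM EDTA, 1mM DTT, pH 7.5) received compound, then a probe mix of 5 nM fluorescein-DNA and 100nM Texas-615-DNA. Fluorescence polarization was read for both dyes.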
PGK inhibitor = inhibitors of T. brucei phosphoglycerate kinase; P07378; PGK/GAPDH coupled, Kinase-Glo luminescence, 60 min; Potency, µM (highest dose often 57.5 µM), for inactives: at the highest dose activity change, negative = inhibition, hits mostly inhibitors; 0.043% of 380,000 active; AID 602233; note: potency is the fitted concentration of half-maximal effect; % is set by controls: 0 for no effect and ±100 for the full control effect; nearly all actives have a fitted effect of over 60% in size
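Luminescent ATP detection (Kinase-Glo Plus) follows a 60-minute room-temperature incubation, with wells lacking PGK as controls. Buffer: 100 mM TEA (pH 7.6), 5 mM MgCl2, 0.01% Tween-20. Coupling enzyme GAPDH (100 nM final) supplies unstable 1,3-BPG in-well.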
BAZ2B block = inhibitors of human BAZ2B bromodomain; Q9UIF8; AlphaScreen BAZ2B-H3K14Ac peptide displacement; 4.4% of 360,000 active; Potency, µM (doses to about 114 µM), for the others: at the highest dose activity change, negative = inhibition, most hits filed as inhibitors; note: potency is the fitted concentration of half-maximal effect; % is set by controls: 0 for no effect and ±100 for the full control effect; nearly all actives have a fitted effect of over 60% in size
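BAZ2B (50 nM) with biotin-H3(5-23)K14Ac peptide (50 nM) in PBS pH 7.4, 0.01% Tween-20, preformed 30 min, then compound 30 min at room temperature; top concentration 110uM. AlphaScreen streptavidin donor/nickel chelate acceptor beads (10 ug/mL final), 20 min dark, signal read.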
G9a inh = blocks human histone lysine methyltransferase G9a | G9a H3K9 monomethylation, AlphaScreen, 2 h | Potency, µM (doses to about 102 µM), inactives show at the top dose activity, negative = inhibition, most hits filed as inhibitors | 8.8% of 350,000 active; note: potency is the fitted concentration of half-maximal effect; % is set by controls: 0 for no effect and ±100 for the full control effect; nearly all actives have a fitted effect of over 75% in size
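Quantitative HTS format: methyltransferase activity on a biotin-tagged H3K9 peptide is measured by AlphaScreen, using a rabbit anti-monomethyl-H3K9 antibody with streptavidin donor and anti-IgG acceptor beads. Final levels are 20 nM enzyme, 500 nM peptide, 20 uM SAM; 2 h RT.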
HP1b binding inh = HP1-beta chromodomain-methylated histone interaction inhibition. 0.56% of 390,000 active. AlphaScreen HP1-beta / biotin-H3K9me3 peptide binding. AID 540317. Potency, µM (series often up to 114 µM), for inactives: at the top dose activity change, negative = inhibition, most hits filed as inhibitors; note: potency is the fitted concentration of half-maximal effect; nearly all actives have a fitted effect of over 70% in size; inactives centre near 23
Target sequence (P83916 whole entry, looked up): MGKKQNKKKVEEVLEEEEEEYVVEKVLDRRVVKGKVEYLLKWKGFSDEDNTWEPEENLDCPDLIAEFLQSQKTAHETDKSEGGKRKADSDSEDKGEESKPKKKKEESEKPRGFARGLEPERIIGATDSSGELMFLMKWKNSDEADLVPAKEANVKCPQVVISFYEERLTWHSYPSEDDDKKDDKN
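HP1-beta protein (50 nM final) preincubated 30 min at room temperature with biotinylated H3(1-18)K9me3 peptide (50 nM) in PBS pH 7.4, 0.01% Tween-20, then compound added for 30 min. AlphaScreen streptavidin donor/nickel chelate acceptor beads (10 ug/mL final), 30 min dark, luminescence read.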
Pin1 inh = blocks the human prolyl isomerase Pin1 | Potency, µM (highest dose often 115 µM), for inactives: top-dose activity, negative = inhibition, actives largely listed as inhibitors | 0.009% of 390,000 active | Pin1 FP peptide displacement, HiFluor488, 10 min; active = well fitted inhibition curve with a large enough effect in the polarisation, with a control signal flat, not every such curve was filed as active; inconclusive = small, poorly fitted or top-dose-only effect, or effect the other way, or a change in a side signal; inactive = no such curve, though single readings can be large or run the other way; the % refers to the polarisation; note: potency is the fitted concentration of half-maximal effect; % is set by controls: 0 for no effect and ±100 for the full control effect
Target sequence (Q13526 whole entry, looked up): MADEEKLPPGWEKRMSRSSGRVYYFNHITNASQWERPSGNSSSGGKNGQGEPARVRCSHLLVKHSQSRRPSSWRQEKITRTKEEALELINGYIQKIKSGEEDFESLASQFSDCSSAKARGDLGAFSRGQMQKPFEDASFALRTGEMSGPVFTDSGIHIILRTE
JMJD2A Tudor inh = JMJD2A Tudor domain (human) inhibition; AID 504339; AlphaScreen JMJD2A-Tudor / H3K4me3 peptide binding; O75164; 4.4% of 390,000 active; Potency, µM (highest dose often 114 µM), inactives show at the top dose activity change, negative = inhibition, hits mostly inhibitors; note: potency is the fitted concentration of half-maximal effect; % is set by controls: 0 for no effect and ±100 for the full control effect; nearly all actives have a fitted effect of over 50% in size
* = called active by the depositor; i = inactive; ? = inconclusive; · = no result given; [ ] = another dose, or the depositor's remark. Unless noted, calls come from the whole dose curve; as a rule, active = well fitted curve in the direction sought with a large enough effect; inconclusive = small, poorly fitted or top-dose-only effect, or another doubt; inactive = no such curve, though single readings can be large; an effect the other way counts as inactive or inconclusive.

SMILES	GLS inhibitor	PI4K2A inh	ERG Ets-DNA blk	PGK inhibitor	BAZ2B block	G9a inh	HP1b binding inh	Pin1 inh	JMJD2A Tudor inh
Cc1c(C(=O)Nc2nccs2)oc2c(Cl)cccc12	5%	-1	8%	-3%	-12%	-41%	35%	5%	-8%
CCOC(=O)C1=CN(C)CCC1=O	3%	-1	-11%	-1%	·	·	46%[activator]	-1%	-6%
CC(C)(C)S(=O)(=O)c1cnc2c(-c3ccsc3)cnn2c1N	1%	10	2%	1%	-14%	2%	37%[activator]	6%	4%
COC(=O)C1=CN(C2CC2)C=C(C(=O)OC)C1c1ccc(C(=O)OC)cc1	2%	2	-2%	i	11%	4%	101%	-1%	22%
Cc1cc(C)n(-c2cc(Oc3ccccc3)ncn2)n1	1%	0	8%	-8%	25%	58%[activator]	78%[activator]	-6%	24%
CC(C)C1Oc2ccccc2N(CC(=O)N(Cc2ccccn2)CC2CCCO2)C1=O (stereo unspecified)	-1%	1	6%	-5%	7%	4%	24%	0%	-2%
C[C@H]1CN([C@@H](C)CO)C(=O)c2cccc(NS(=O)(=O)c3ccc(Cl)cc3)c2O[C@@H]1CN(C)CC1CCCCC1	6%	-2	-6%	10%	·	·	39%[activator]	-1%	-18%
CNS(=O)(=O)c1cccc(C(=O)OCC(=O)c2ccc[nH]2)c1	-15%	-15	5%	-14%	?	?	7%	?	-34%
CCc1nnc(NC(=O)CSc2nc(C3CCCCC3)nc3ccccc23)s1	0%	2	·	-4%	4%	-10%	14%	4%	-12%
CC(Sc1nc2ccccc2s1)C(=O)c1c(N)n(C)c(=O)n(C)c1=O (stereo unspecified)	2%	0	2%	3%	-16%	?	41%[activator]	-1%	-5%
N#Cc1ccccc1OCC(=O)NNC(=O)CNC(=O)c1cccc(Br)c1	2%	-7	6%	-3%	10%	-9%[2.33 µM]	17%	-1%	-17%
C=CCn1c(SCC(=O)c2[nH]c(C)c(C(=O)OCC)c2C)nc2scc(-c3ccc(OC)c(OC)c3)c2c1=O	-10%	3	-2%	-2%	7%	-17%	9%	3%	-26%
Cc1ccc(NC(=O)c2nsc(Cl)c2Cl)cc1	-1%	6	-18%	-4%	2%	·	42%[activator]	0%	-13%
O=C(Cc1cccs1)NC1CC(=O)N(c2ccccc2)C1 (stereo unspecified)	4%	-1	2%	-5%	2%	-6%[59 µM]	19%	-2%	3%
Cc1ccc(-c2nc3ccccc3s2)cc1S(=O)(=O)N1CCOCC1	1%	-3	10%	-2%	8%	-15%	16%	1%	3%
Cc1cc(C(=O)NC(C)c2ccncc2)no1 (stereo unspecified)	2%	0	-6%	-9%	-1%	8%[59 µM]	9%	2%	-7%
O=S(=O)(NCCS(=O)(=O)N1CCN(c2cccc(Cl)c2)CC1)c1ccc(F)cc1	-9%	3	-3%	-10%	-1%	1%[59 µM]	24%[57 µM]	-3%	-4%
Cc1ccc(S(=O)(=O)c2nnn3c2nc(N2CCOCC2)c2ccccc23)cc1	-11%	4	10%	-1%	-12%	-35%	58%[activator]	-2%	-1%
COc1ccc(C2C(C#N)=C(N)Oc3cc(C)n(CCN4CCOCC4)c(=O)c32)cc1OC (stereo unspecified)	26%	-9	-2%	5%	-21%	-3%[59 µM]	22%	-1%	-4%
C#CCn1c(C2CC(=O)N(c3ccc(OC)cc3)C2)nc2ccccc21 (stereo unspecified)	1%	1	1%	6%	1%	-4%[59 µM]	20%	-1%	-19%

Arranged by the number under GLS inhibitor (largest number first): 6 from the list above
SMILES	GLS inhibitor	PI4K2A inh	ERG Ets-DNA blk	PGK inhibitor	BAZ2B block	G9a inh	HP1b binding inh	Pin1 inh	JMJD2A Tudor inh
O=C(Cc1cccs1)NC1CC(=O)N(c2ccccc2)C1 (stereo unspecified)	4%	-1	2%	-5%	2%	-6%[59 µM]	19%	-2%	3%
CCOC(=O)C1=CN(C)CCC1=O	3%	-1	-11%	-1%	·	·	46%[activator]	-1%	-6%
Cc1cc(C(=O)NC(C)c2ccncc2)no1 (stereo unspecified)	2%	0	-6%	-9%	-1%	8%[59 µM]	9%	2%	-7%
Cc1cc(C)n(-c2cc(Oc3ccccc3)ncn2)n1	1%	0	8%	-8%	25%	58%[activator]	78%[activator]	-6%	24%
CC(C)C1Oc2ccccc2N(CC(=O)N(Cc2ccccn2)CC2CCCO2)C1=O (stereo unspecified)	-1%	1	6%	-5%	7%	4%	24%	0%	-2%
Cc1ccc(S(=O)(=O)c2nnn3c2nc(N2CCOCC2)c2ccccc23)cc1	-11%	4	10%	-1%	-12%	-35%	58%[activator]	-2%	-1%

More entries follow.
SMILES	GLS inhibitor	PI4K2A inh	ERG Ets-DNA blk	PGK inhibitor	BAZ2B block	G9a inh	HP1b binding inh	Pin1 inh	JMJD2A Tudor inh
CC(=O)Nc1ccc2nc(NC(=O)c3ccco3)sc2c1	-5%	-28	7%	i	2%	14%	15%	0%	-7%
O=C(NCCCCc1ccccc1)C1CC(c2ccccc2[N+](=O)[O-])=NO1 (stereo unspecified)	-7%	-3	6%	-4%	3%	9%	9%	-3%	-21%
CC(C)N1C(=O)CCC1C(=O)NCCc1ccccc1 (stereo unspecified)	-1%	2	-7%	-10%	-24%	1%	21%	-1%	-7%
COc1cc(OC)c(S(=O)(=O)N2CCCCC2)cc1S(=O)(=O)N1CCCCC1	-11%	3	0%	-6%	0%	12%[59 µM]	39%[activator]	-8%	-10%
COC(=O)c1ccccc1NC(=O)C1CCCN(C(=O)c2cnn(-c3ccc(F)cc3)c2-n2cccc2)C1 (stereo unspecified)	-9%	-5	2%	0%	?	?	-15%	1%	?
C/C=C/c1ccc(OCCCCOc2ccccc2C(C)=O)c(OC)c1	1%	-4	-2%	i	31%	33%[59 µM]	23%	0%	-8%
Oc1cccc(/C=N\Nc2nncc(-c3ccccc3)n2)c1	0%	-3	5%	i	-11%	8%[12.7 µM]	-1%	-3%	-25%[11.4 µM]
NC(=O)COc1ccc(/C=N/NC(=O)C2CCCN2S(=O)(=O)c2ccc(Cl)cc2)cc1 (stereo unspecified)	-2%	-3	-5%	1%	5%	15%[59 µM]	30%	6%	-9%
CCN(CC)CCC(=O)N1c2ccccc2Sc2ccc(NC(=O)OC)cc21	-4%	4	-9%	-9%	-10%	?	12%	8%	-12%
O=C(COC(=O)c1cccc(S(=O)(=O)NCc2ccccc2)c1)Nc1ccccc1OC(F)F	1%	4	2%	-4%	3%	?	8%	?	-4%
CC(=O)c1cccc(NC(=O)CN2CCc3cc4c(cc3C2)OCCCO4)c1	5%	0	-6%	i	-37%	-47%	21%	4%	-13%
COC(=O)c1sc2ccccc2c1-n1cccc1C(=O)C(=O)Nc1ccccc1	-2%	-1	0%	i	-35%	·	8%	29%	-29%
COCCCN1C(=O)c2[nH]nc(-c3ccccc3O)c2C1c1ccc(OC)cc1 (stereo unspecified)	6%	1	2%	i	-11%	13%[59 µM]	3%	1%	-28%
Cc1ccc(N2CCN(C(=O)Cc3c(C(=O)O)c(C)cn3C)CC2)c(C)c1	5%	-2	-3%	-5%	-25%	4%[59 µM]	4%	-10%	-26%
Cc1ccc2c(CC(=O)NCC(=O)Nc3c(C)cccc3C)coc2c1	2%	1	-16%	-12%	3%	-24%	21%	-3%	-13%
Cc1c(NC(=O)c2ccc(N(C)S(C)(=O)=O)cc2)c(=O)n(-c2ccccc2)n1C	0%	-4	5%	-1%	-16%	-3%	44%[activator]	3%	3%[57.1 µM]
COc1ccccc1NC(=S)NCc1ccccc1	10%	0	-5%	-3%	12%[0.457 µM]	17%[59 µM]	42%[activator]	1%	-12%
CCCC(CCC(=O)OC)(C(=O)OCC)c1csc(N)n1 (stereo unspecified)	-1%	-3	5%	-5%	·	12%[59 µM]	21%	13%	-7%
Cc1no[n+]([O-])c1COc1ccc(/C=C2\NC(=S)NC2=O)cc1	7%	-14	-7%	-5%	-5%	-14%	12%	?	-10%
CCCn1cc(SCC(=O)NCc2ccc3c(c2)OCO3)c2ccccc21	-1%	-2	0%	-7%	-27%	-13%[59 µM]	59%[activator]	-2%	-16%

Quoted from the listing (3 entries):
SMILES	GLS inhibitor	PI4K2A inh	ERG Ets-DNA blk	PGK inhibitor	BAZ2B block	G9a inh	HP1b binding inh	Pin1 inh	JMJD2A Tudor inh
Cc1ccc(N2CCN(C(=O)Cc3c(C(=O)O)c(C)cn3C)CC2)c(C)c1	5%	-2	-3%	-5%	-25%	4%[59 µM]	4%	-10%	-26%
Cc1ccc2c(CC(=O)NCC(=O)Nc3c(C)cccc3C)coc2c1	2%	1	-16%	-12%	3%	-24%	21%	-3%	-13%
Cc1c(NC(=O)c2ccc(N(C)S(C)(=O)=O)cc2)c(=O)n(-c2ccccc2)n1C	0%	-4	5%	-1%	-16%	-3%	44%[activator]	3%	3%[57.1 µM]

This is a random part of the collection; about 11% have a hit in one of these screens.
